# Screening results as filed in PubChem BioAssay.
# TDP1 cell CPT = qHTS for Inhibitors of human tyrosyl-DNA phosphodiesterase 1 (TDP1): qHTS in cells in presence of CPT | actives 12% (n = 420,000) | AID 686979, 2013 | chicken DT40 Tdp1-/-;hTDP1 cells + 20 nM CPT, ATP luminescence, 48 h | Potency, µM (doses to about 46.2 µM), for the others: at the top dose activity change, negative = growth inhibition, hits mostly inhibitors; also: nearly all actives have a fitted effect of over 55% in size
#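 Chicken DT40 Tdp1-/- cells stably complemented with human TDP1 were seeded at 400 cells/well in medium containing 20 nM camptothecin, exposed to pin-transferred compounds, and grown at 37 °C for at least 48 hr. Viability was read as ATP luminescence.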
# GCN5L2 inh = qHTS Assay for Inhibitors of GCN5L2. actives 0.21% (n = 390,000). Potency, µM (titrated, usually from 58.9 µM), inactives show at the top dose activity change, negative = inhibition, actives largely listed as inhibitors. Histone acetyltransferase KAT2A (Homo sapiens), Q92830. GCN5L2 HAT assay, ThioGlo1 CoA-SH fluorescence
#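 Preincubate 20nM GCN5L2 with compound 15 min, RT → add 50uM ThioGlo1 + 75uM H3(1-25) + 70uM acetyl-CoA → read fluorescence 0 and 20 min. Primary qHTS; fluorescent artifacts likely.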
# FEN1 inh = qHTS Assay for the Inhibitors of Human Flap endonuclease 1 (FEN1); P39748; Recombinant FEN1 flap cleavage, fluorescence, 15 min; Potency, µM (doses to about 114 µM), inactives show top-dose activity change, negative = inhibition, actives largely listed as inhibitors; actives 0.35% (n = 390,000); also: nearly all actives have a fitted effect of over 65% in size
# Target sequence (P39748 whole entry, looked up): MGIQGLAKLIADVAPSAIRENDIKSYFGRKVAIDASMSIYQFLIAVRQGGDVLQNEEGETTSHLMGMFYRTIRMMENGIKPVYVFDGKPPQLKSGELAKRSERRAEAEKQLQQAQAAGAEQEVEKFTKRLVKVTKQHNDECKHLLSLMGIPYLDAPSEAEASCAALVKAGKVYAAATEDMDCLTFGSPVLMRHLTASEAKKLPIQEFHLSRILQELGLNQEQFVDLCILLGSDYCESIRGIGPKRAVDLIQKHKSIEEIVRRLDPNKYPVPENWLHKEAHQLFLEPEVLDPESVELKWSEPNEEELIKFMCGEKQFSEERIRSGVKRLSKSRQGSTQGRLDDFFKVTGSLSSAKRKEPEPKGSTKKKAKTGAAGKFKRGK
#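 Potency values derive from four-parameter Hill fits of normalized qHTS data. The reaction used 10 nM FEN1 preincubated 15 min at room temperature with compound, then 50 nM DNA substrate, read at 0 and 15 min.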
# Numbers without * were called inactive; ? = inconclusive; nt = no result given; & = joins results of further samples. Calls follow the shape of the dose curve; as a rule, active = well fitted curve in the direction sought with a large enough effect; inconclusive = small, poorly fitted or top-dose-only effect, or another doubt; inactive = no such curve, though single readings can be large; an effect the other way counts as inactive or inconclusive. % is scaled to controls: 0 for no effect and ±100 for the full control effect; potency is read from the fitted curve at half-maximal effect.
structure	TDP1 cell CPT	GCN5L2 inh	FEN1 inh
CC12CC(NC(=O)N1c1ccc(C(=O)N3CCN(c4ccc(F)cc4)CC3)cc1)c1ccccc1O2 (stereo unspecified)	?	-10%	-5%
CS(=O)(=O)N(CC(=O)N1CCOCC1)c1cc(C(F)(F)F)ccc1Cl	-4%	2%	1%
CCC(C)NC(=O)C1CCC(CNS(=O)(=O)c2ccc3c(c2)CC(C)N3C(=O)C2CC2)CC1 (stereo unspecified)	?	?	7%
CCN(CC)S(=O)(=O)c1ccc(N2CCCC2)c(NC(=O)c2c(-c3ccccc3)noc2C)c1	-28%	-4%	-3%
CCN(C[C@H]1N[C@@](Cc2ccccc2)(C(=O)OC)[C@H]2C(=O)N(C)C(=O)[C@@H]12)C(C)=O	-7%	-5%	12%
S=c1[nH]nc(-c2cc(-c3ccccc3)n[nH]2)n1/N=C/c1c2ccccc2cc2ccccc12	?	-3%	40µM*
CCc1cc(C(=O)NNC(=O)CCl)sc1C	15µM*	-4%	19%
Cc1ccc(S(=O)(=O)Nc2ccccc2F)cc1C(=O)NNC(=O)c1csc(N2CCOCC2)n1	-1%	-1%	-13%
Clc1ccc(CSc2ncccn2)cc1	3%	-14%	-4%
Cc1ccc(C(=O)OCC(=O)NC2CC2)cc1S(=O)(=O)N1CCOCC1	2%	0%	2%
O=S(=O)(Nc1ccc(Cl)cc1)c1cccc2cccnc12	9%	-2%	-3%
NC(=O)C1CCN(C(=O)c2ccco2)CC1	-3%	-2%	5%
COc1ccc(C(=O)CCC(=O)N2CCN(c3cc(C)ccc3C)CC2)cc1	16µM*	-12%	-9%
Cc1noc(C)c1C(=O)OC(C)C(=O)NC(C)c1ccc(Cl)cc1Cl (stereo unspecified)	?	-17%	-3%
C=CCn1c(C)nnc1SCC(=O)Nc1oc(C)c2c(C)n[nH]c(=O)c12	6%	-4%	0%

# Later entries.
structure	TDP1 cell CPT	GCN5L2 inh	FEN1 inh
COc1cccc(Oc2cncnc2-c2ccc(OC)cc2O)c1	-23%	-9%	-10%
Cc1ccc(-n2c(C)c(C)c3c(NCCCO)ncnc32)cc1	-13%	-17%	9%
COc1ccccc1CN1CCN(Cc2nc(-c3ccccc3)no2)CC1	-10%	4%	-4%
CN(C)CCNC(=O)COc1cccc(Cl)c1	5%	-5%	-7%
Cc1ccc(NC(=O)CSc2ccc(-c3ccc(-n4cccn4)cc3)nn2)c(C)c1	-18%	4%	6%
CC(Oc1ccc(Cl)cc1Cl)C(=O)NC(Cc1ccccc1)C(=O)O (stereo unspecified)	23%	nt	-4%
O=C(COC(=O)c1cccs1)Nc1nc(-c2ccccc2)cs1	3%	-2%	-1%
Cc1ccc(SCC(=O)Nc2ccc(N3CCN(C)CC3)c(F)c2)cc1	?	-7%	-5%
CCn1c(CNC(=O)c2cccc(C)c2)nnc1SCC(=O)Nc1nnc(C)s1	14%	-5%	15%
Cc1ccccc1Cn1cnc2c(cnn2C(C)(C)C)c1=O	?	?	0%&11%
C(=N\Nc1ncnc2ccccc12)/c1ccccc1	3.7µM*	-10%	-10%
COc1ccc(-c2cc(C(=O)Nc3cc(Br)ccc3O)no2)cc1	?	1%	-2%
CCOC(=O)c1c(-c2ccc(C)cc2)csc1/N=C(\C)C1=C(O)c2ccccc2C1=O	23µM*	-5%	1%
COc1ccc(NC(=O)CSc2nc(=O)n(CCN3CCOCC3)c3c2CCC3)cc1	-5%	0%	1%
CCc1nnc(NC(=O)c2ccc(COc3cccc(C)c3)o2)s1	-1%	1%	28%

# 12 compounds from above, ordered by number of heavy atoms, high to low:
structure	TDP1 cell CPT	GCN5L2 inh	FEN1 inh
CCOC(=O)c1c(-c2ccc(C)cc2)csc1/N=C(\C)C1=C(O)c2ccccc2C1=O	23µM*	-5%	1%
Cc1ccc(NC(=O)CSc2ccc(-c3ccc(-n4cccn4)cc3)nn2)c(C)c1	-18%	4%	6%
CCn1c(CNC(=O)c2cccc(C)c2)nnc1SCC(=O)Nc1nnc(C)s1	14%	-5%	15%
COc1ccc(C(=O)CCC(=O)N2CCN(c3cc(C)ccc3C)CC2)cc1	16µM*	-12%	-9%
COc1ccccc1CN1CCN(Cc2nc(-c3ccccc3)no2)CC1	-10%	4%	-4%
Cc1ccc(SCC(=O)Nc2ccc(N3CCN(C)CC3)c(F)c2)cc1	?	-7%	-5%
CC(Oc1ccc(Cl)cc1Cl)C(=O)NC(Cc1ccccc1)C(=O)O (stereo unspecified)	23%	nt	-4%
COc1ccc(-c2cc(C(=O)Nc3cc(Br)ccc3O)no2)cc1	?	1%	-2%
O=C(COC(=O)c1cccs1)Nc1nc(-c2ccccc2)cs1	3%	-2%	-1%
Cc1ccccc1Cn1cnc2c(cnn2C(C)(C)C)c1=O	?	?	0%&11%
C(=N\Nc1ncnc2ccccc12)/c1ccccc1	3.7µM*	-10%	-10%
CN(C)CCNC(=O)COc1cccc(Cl)c1	5%	-5%	-7%

# (cont.)
structure	TDP1 cell CPT	GCN5L2 inh	FEN1 inh
O=C(c1cc2sccc2n1Cc1ccc(F)cc1)N1CCCc2ccccc21	?	-5%	-8%
Cc1ccccc1NC(=O)Cc1nc(COC(=O)c2ccccn2)cs1	-3%	-6%	3%
COc1cccc(N2CCN(C(=O)c3oc4ccccc4c3NC(=O)CCc3cc(OC)no3)CC2)c1	-55%	-26%	-12%
CCN(Cc1ccccc1)C(=O)COC(=O)Cc1c[nH]c2ccccc12	5%	-2%	-12%
O=C1CCCN1CCCNC(=S)Nc1ccccc1Cl	20%	4%	4%
CC1CCCC(C)N1/N=C/C=C/c1ccccc1[N+](=O)[O-] (stereo unspecified)	-26%	-2%	-3%
CCc1ccc(NC(=O)c2cc(S(=O)(=O)N3CCCCC3)c[nH]2)cc1	nt	-6%	-1%
O=C(O)C(Cc1c[nH]c2ccccc12)NS(=O)(=O)c1ccc(Cl)cc1 (stereo unspecified)	11%	-4%	-1%
COc1ccc(NC2=C3CC(C)CC=C3N(c3ccc(OC)cc3)C2=O)cc1 (stereo unspecified)	?	-5%	11%
CCC1CN(C(=O)Nc2ccccc2F)c2cc(C)ccc2O1 (stereo unspecified)	?	-15%	14%
O=C1c2ccc([N+](=O)[O-])cc2C(=O)N1c1ccc([N+](=O)[O-])cn1	-6%	nt	3%
CC1CCC(NC(=O)CCNC(=O)c2ccc(Br)cc2)CC1 (stereo unspecified)	0%	1%	-3%
O=C(O)CC(NC(=O)c1cccc([N+](=O)[O-])c1)c1ccc2c(c1)OCO2 (stereo unspecified)	1%	-2%	15%
CC(NC(=O)COC(=O)CN1C(=O)C2CCCCC2C1=O)c1ccccc1 (stereo unspecified)	-26%	-9%	-2%
COc1ccc(C2CC(C)(c3ccc(OC)cc3)Nc3ccccc3N2)cc1 (stereo unspecified)	?	-14%	-17%

# Next records follow:
structure	TDP1 cell CPT	GCN5L2 inh	FEN1 inh
CCN(CC)CCSc1nnc2c3cc(F)ccc3n(C)c2n1	-23%	-6%	?
OC1CN=C2CCCc3c2n(c2ccc(Cl)cc32)C1 (stereo unspecified)	-8%	1%	13%
Cc1ccc(CNC(=O)CCNS(=O)(=O)c2ccc3c(c2)oc(=O)n3C)cc1	-3%	-6%	13%
CCCCN1C(=O)c2ccc(C(=O)Nc3ccc(C)c(S(=O)(=O)N(C)C)c3)cc2C1=O	?	?	-18%
CC1(C)OC(=O)C(=Cc2ccc(-c3ccc(S(N)(=O)=O)cc3)o2)C(=O)O1	?	?	-18%
Cc1ccc2oc(=O)c(/C=C(\O)c3ccccc3)nc2c1	-1%	-12%	-33%
COC(=O)[C@@]1(Cc2ccc(F)cc2)[C@H]2c3cc(C(=O)N(C)C)n(CCSCCO)c3C[C@H]2CN1C(=O)c1ccccc1	?	0%	-14%
O=C(Nc1cccc([N+](=O)[O-])c1)c1cnccn1	-3%	-10%	1%
CC(NS(=O)(=O)c1ccccc1)C(=O)NCc1ccco1 (stereo unspecified)	-11%	-4%	9%
Cc1ccc(S(=O)(=O)N2CCCCC2)cc1NC(=O)CCCOc1ccccc1	?	2%	9%
Cc1oc(-c2ccccc2F)nc1CS(=O)(=O)CC(=O)N1CCN(c2ccccc2)CC1	?	-4%&-7%	-13%&0%
CCOC(=O)C1=NNC(C(=O)OCC)C1c1ccccc1 (stereo unspecified)	?	nt	1%
CC(C)(C)c1ccc(C(=O)NC(=S)NCC2CCCO2)cc1 (stereo unspecified)	12%	1%	-3%
CCc1noc(C)c1C(=O)OCC(=O)Nc1ncc(Cl)cc1Cl	-2%	-1%	7%
Cc1cc(NC(=O)c2cccc(S(=O)(=O)N3CCOCC3)c2)no1	3%	-2%	2%

# Next records follow.
structure	TDP1 cell CPT	GCN5L2 inh	FEN1 inh
Cc1ccc(CN2CC(C(=O)Nc3ccncc3)CC2=O)cc1 (stereo unspecified)	-11%	-27%	5%
CC(C)Cn1c(=O)c2ccccc2n2c(CCC(=O)O)nnc12	0%	-9%	19%
CCOC(=O)N1CCN(C(=O)C2CCN(S(=O)(=O)c3ccc(C)cc3)CC2)CC1	-5%	-7%	-17%
Cc1ccc(-n2nc(CC#N)c(C#N)c2N)cc1Cl	2%	-11%	6%
O=C(NCCN1C(=O)S/C(=C\c2ccc(OC(F)F)cc2)C1=O)[C@@H]1CCCN1C(=O)c1cccs1	?	24%	-11%
CC(C)Oc1ccc(CNS(=O)(=O)c2ccc(-c3cc(C(F)(F)F)on3)s2)cc1	-15%	-8%	6%
Cc1oc2ncn(C)c(=O)c2c1C(=O)NCc1ccc(Cl)cc1	-23%	8%	-19%
Cc1ccc(-c2ccc(CCC(=O)O)n2-c2cccc(O)c2)cc1	?	2%&1%	10%&6%
COc1cccc(NC(=O)Cc2cn(C)c3ccccc23)c1	-22%	nt	-11%
C=CCOc1cccc(C2c3c(oc4ccc(F)cc4c3=O)C(=O)N2CCCN2CCOCC2)c1 (stereo unspecified)	4%	-8%	2%
CCOC(=O)C1(CC2CC2)CCN(Cc2cc(Cl)c(O)c(OC)c2)CC1	6%	2%	2%
O=C(O)C1Cc2ccccc2CN1C(=O)COc1ccc(Br)cc1 (stereo unspecified)	10%	-14%	0%
CC1CCN(CCCN2C(=O)C3C(C(=O)Nc4ccc(Cl)cc4)C4C=CC3(O4)C2C(=O)NC2CCCCC2)CC1 (stereo unspecified)	0%	-2%	1%
COc1ccccc1CNC(=O)c1ccc(CSc2nc3ccncc3n2Cc2cccc(F)c2)cc1	?	-3%	-5%
O=C(O)COc1ccccc1/C=N/NC(=O)CSc1nnc(-c2ccc(Cl)cc2)n1C1CCCCC1	-9%	-2%	22%

# Next part
structure	TDP1 cell CPT	GCN5L2 inh	FEN1 inh
COc1ccc(C(=O)/C=C/c2cn(CC(O)CN3CCN(C)CC3)c3ccccc23)cc1OC (stereo unspecified)	?	-4%	?
COc1cc(CNCCO)cc(Br)c1OCc1ccccc1	-11%	-3%	11%
COc1cccc(OC)c1OCCN1CCCC1	-1%	-1%	20%
C[C@H](CO)N1C[C@H](C)[C@@H](CN(C)S(=O)(=O)c2cccs2)Oc2ccc(NC(=O)NC3CCCCC3)cc2C1=O	?	-4%	5%
O=C(CSCc1cnn(-c2ccccc2)c1-n1cccc1)NCC1CCCO1 (stereo unspecified)	?	1%	8%
Cc1ccc(C(=O)Nc2ccc3nccnc3c2)cc1	?	-11%	7%
O=C(CSc1nc(-c2ccccc2)cs1)N1CCN(C(=O)c2ccco2)CC1	-7%	-19%	-4%
CCCCC(=O)Nc1ccc(N2CCN(S(C)(=O)=O)CC2)cc1	1%	-1%	-2%
CCOC(=O)CC[C@H](NC(=O)Cn1cnc(C(=O)Nc2ccc(C)c(C)c2)n1)C(=O)OCC	?	-1%	13%
CS(=O)(=O)Nc1nc2n(n1)C(c1ccc(F)cc1)CC(c1ccccc1)N2 (stereo unspecified)	10%	3%	-14%
O=C1C(Nc2ccccc2)=CC(=O)c2ncccc21	1µM*	0%&-16%	nt

# In a second layout: entries from further up
> CS(=O)(=O)N(CC(=O)N1CCOCC1)c1cc(C(F)(F)F)ccc1Cl
  TDP1 cell CPT: -4%
  GCN5L2 inh: 2%
  FEN1 inh: 1%

> CCC(C)NC(=O)C1CCC(CNS(=O)(=O)c2ccc3c(c2)CC(C)N3C(=O)C2CC2)CC1 (stereo unspecified)
  TDP1 cell CPT: ?
  GCN5L2 inh: ?
  FEN1 inh: 7%

# This is a subset. The share of hits here may be higher or lower than overall.
